ABHD4 inh – ABHD4 (mouse) inhibition, primary FP screen; Q8VD66; purified mABHD4, FP-Rh probe fluorescence polarization; inhibition, % at 8.92 µM; hit rate 0.54% among 370,000; AID 720543;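 active means inhibition exceeding the mean over every tested compound plus 3 SD, cut at about 30% in these data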;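 further: 0% = plate median of compound wells and 100% = S159A mutant with DMSO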
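Material: mouse ABHD4 enzyme, wild type; Benchmarks: S159A mutant high control, sample median low control; Buffer or medium: HEPES pH 7.0, NaCl, Pluronic buffer; Signal: fluorescence polarization; Read-out: percent inhibition of probe binding, normalized to plate controls; Timing: pre-incubation 45 min, probe exposure 60 min, at 25 °C; Dosing: 8.92 µM, single dose.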
LEDGF integ inh – blocks HIV-1 LEDGF/p75-dependent DNA integration; TR-FRET IN-LEDGF/p75 DNA integration, Eu/Cy5; inhibition, % at 3.7 µM; hit rate 0.64% among 370,000; AID 743269;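 active means inhibition above the screen-wide mean plus 3 SD, cut at about 13% in these data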;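 further: signal is the Cy5 over europium emission ratio at 671 and 618 nm; 0% = plate median of compound wells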
Tn7 DDE FP – inhibitors of Tn7 peptide binding to human fibrin DD(E); P02675; FP displacement of FITC-Tn7 peptide from fibrin DD(E); 0% = median of compound wells per plate; inhibition, % at 8.3 µM; hit rate 0.13% among 370,000;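 active means inhibition above the mean of compounds falling within the control limits plus 3 SD of them, cut at about 14% in these data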;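 further: 0% = plate median of compound wells and 100% = 10 µM Aha-Tn7 peptide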
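Also added: labelled Tn7 tracer, 0.1 µM; Assay system: human fibrin DD(E) protein; Amount: 2 µM fibrin DD(E); Schedule: 10 min compound pre-incubation, 3 h probe incubation at room temperature; Repeats: one replicate per compound; Read-out basis: percent inhibition; Measured by: fluorescence polarization of the labelled Tn7 tracer.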
TDP2 absorb – TDP2 (human) inhibition, absorbance primary screen; recombinant TDP2, T5PNP hydrolysis, p-nitrophenol absorbance 415 nm; inhibition, % at 12.8 µM; hit rate 0.34% among 370,000;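 active means inhibition above the mean of all tested compounds plus 3 SD, set per campaign, cut at about 25% in these data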;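 further: 0% = DMSO with enzyme and 100% = buffer with substrate but no TDP2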
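System: recombinant human TDP2 / Amount: 120 nM TDP2 per well / Also added: 5 mM T5PNP chromogenic substrate / Doses: 12.8 µM single point, 1% DMSO / Incubation: 2 h at 37 °C / Detection: p-Nitrophenol epi absorbance / Evaluation: % inhibition relative to enzyme-containing and enzyme-free wells / Repeats: singlicate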
SIAE inh – blocks human sialic acid acetylesterase | Q9HAT2 | SIAE FP-Rh probe binding, fluorescence polarization | hit rate 0.69% among 370,000 | inhibition, % at 9.66 µM;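 active means inhibition above a cutoff: mean of compounds within the control limits plus 3 SD of those, cut at about 17% in these data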;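 further: 0% = plate median of compound wells and 100% = probe without SIAE protein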
Target sequence (Q9HAT2 whole entry, looked up): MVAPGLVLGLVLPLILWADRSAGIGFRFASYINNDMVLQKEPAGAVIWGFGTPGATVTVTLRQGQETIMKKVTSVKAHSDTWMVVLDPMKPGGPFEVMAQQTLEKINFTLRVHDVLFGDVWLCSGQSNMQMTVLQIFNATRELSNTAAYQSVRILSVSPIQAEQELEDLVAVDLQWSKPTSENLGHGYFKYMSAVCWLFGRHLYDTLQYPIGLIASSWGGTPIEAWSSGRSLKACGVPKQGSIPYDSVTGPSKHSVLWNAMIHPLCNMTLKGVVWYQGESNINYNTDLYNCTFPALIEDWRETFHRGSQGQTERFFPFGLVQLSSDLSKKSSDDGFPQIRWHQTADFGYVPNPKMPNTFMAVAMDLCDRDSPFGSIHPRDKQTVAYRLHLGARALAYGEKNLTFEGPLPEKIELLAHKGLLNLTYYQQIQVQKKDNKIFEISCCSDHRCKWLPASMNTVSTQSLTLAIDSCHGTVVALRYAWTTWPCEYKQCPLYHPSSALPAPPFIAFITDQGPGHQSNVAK
TCR-CD3 inh – inhibitors of human TCR-CD3 interaction. inhibition, % at 9.4 µM. hit rate 0.37% among 360,000. AID 651800. TAMRA-labeled TCR probe fluorescence, biochemical; in the data active means inhibition above about 19%;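 further: recombinant mutant TCR 2C K166C tagged with TAMRA read by polarization; 0% = receptor in buffer alone and 100% = receptor with positive control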
HTRA1 inhibitor – blocks human HTRA1 serine peptidase. inhibition, % at 5.96 µM. recombinant HTRA1, FP-rhodamine activity-based probe, fluorescence polarization. AID 504803. hit rate 0.5% among 340,000. Q92743; in the data active means inhibition above about 36%;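 further: 0% = enzyme with DMSO and 100% = wells lacking enzyme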
Target sequence (Q92743 whole entry, looked up): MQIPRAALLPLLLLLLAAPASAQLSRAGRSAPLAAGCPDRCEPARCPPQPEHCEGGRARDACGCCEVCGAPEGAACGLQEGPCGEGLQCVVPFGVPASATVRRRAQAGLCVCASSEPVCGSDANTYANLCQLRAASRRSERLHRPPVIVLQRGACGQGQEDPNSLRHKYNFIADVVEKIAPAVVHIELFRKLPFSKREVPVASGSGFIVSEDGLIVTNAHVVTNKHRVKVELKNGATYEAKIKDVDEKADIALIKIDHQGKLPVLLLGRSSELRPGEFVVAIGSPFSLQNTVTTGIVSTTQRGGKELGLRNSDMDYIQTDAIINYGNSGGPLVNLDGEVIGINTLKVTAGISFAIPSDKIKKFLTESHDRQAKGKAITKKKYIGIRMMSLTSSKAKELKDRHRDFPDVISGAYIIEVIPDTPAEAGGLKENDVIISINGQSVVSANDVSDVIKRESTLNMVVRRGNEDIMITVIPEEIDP
PRMT1 inh – blocks human protein arginine methyltransferase 1. Q99873. recombinant PRMT1, activity-based probe fluorescence polarization. inhibition, % at 2.79 µM. hit rate 1.3% among 370,000. AID 652257;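 active means inhibition above about 21% made by adding two undisclosed values, limit read from the data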
UHRF1 binding – UHRF1 methyl-DNA binding inhibition; UHRF1 binding to methylated oligo, TR-FRET; inhibition, % at 4.4 µM; hit rate 0.75% among 370,000; in the data active means inhibition above about 21%;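 further: UHRF1 SRA domain binding a hemimethylated CpG hairpin DNA probe; 0% = median of test compound wells and 100% = reference inhibitor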
PG9 Ab binder – PG9 antibody binding by small molecule; AID 624416; TR-FRET gp120-PG9 antibody binding; hit rate 0.43% among 360,000; inhibition, % at 6.7 µM; in the data active means inhibition above about 8.5%
* hit, by the source's call; x = not tested or not shown.

SMILES | ABHD4 inh | LEDGF integ inh | Tn7 DDE FP | TDP2 absorb | SIAE inh | TCR-CD3 inh | HTRA1 inhibitor | PRMT1 inh | UHRF1 binding | PG9 Ab binder
CNC(=O)C(=O)NCC1OCCN1S(=O)(=O)c1ccc([N+](=O)[O-])cc1 (configuration not stated) | 2 | 0 | -7 | 0 | -7 | 10 | 3 | 0 | -1 | -2.6
COc1ccc(S(=O)(=O)N2CCN(Cc3cccc(Cl)c3)CC2)cc1 | -10 | 0 | 13 | -5 | -4 | 1 | -17 | 1 | -3 | 1.6
Cc1ccc(Nc2cc(-n3nc(C)cc3C)ncn2)c(C)c1 | 3 | 4 | 6 | 3 | -1 | 0 | -3 | 0 | 1 | 0.4
Fc1ccccc1OCCn1c(=S)[nH]c2ccccc21 | -16 | 4 | -6 | -2 | -1 | 1 | -6 | 7 | 0 | -2.4
COc1ccc(N=Nc2c(-c3ccc(OC)cc3)[nH]oc2=O)cc1 | 8 | -4 | 26* | -15 | 4 | 2 | 15 | -1 | 0 | -1.7
CCOC(=O)CCC(=O)N(CCN(C(=O)CCC(=O)OCC)c1ccccc1)c1ccccc1 | 3 | -1 | 1 | 11 | -5 | 2 | -3 | 2 | 0 | -0.7
O=C(O)c1ccc2c(c1)NC(=O)C(N1CCCC1)S2 (configuration not stated) | 0 | 3 | -2 | 1 | 3 | 7 | 0 | 11 | 1 | -1.5
COc1cccc(C(=O)NCC2CCN(c3ccc(S(=O)(=O)N4CCOCC4)cc3)CC2)c1 | -13 | 2 | 0 | 7 | 8 | -7 | -1 | 3 | 4 | -0.5
CCC(CO)Oc1cc(NC(=O)c2ccc([N+](=O)[O-])cc2)c2ncn(C(C)C)c2c1 (configuration not stated) | 1 | -2 | -1 | 22 | -3 | -3 | 0 | 1 | 0 | -0.7
COc1cccc(NC(=O)CN(C)S(=O)(=O)/C=C/c2ccccc2)c1 | -16 | -2 | 0 | -11 | -6 | -4 | -14 | 6 | 7 | 2.3
CCN1CCN(c2cc3nc(C)n(Cc4ccccc4)c(=O)c3cc2NC(=O)c2ccccc2F)CC1 | 5 | -3 | 6 | 7 | -6 | -4 | -21 | 0 | 2 | -0.7
CCCCN(CC)CCNC(=O)CCNC(=O)Cn1ccc2ccccc2c1=O | 0 | -1 | -1 | 6 | -3 | 2 | 2 | 0 | 4 | 0.5
CN1CCN(CC(=O)Nc2ccc(Oc3ccccc3)cc2)CC1 | -2 | -1 | 2 | -6 | -2 | 13 | 4 | 1 | -1 | 1.2
Cc1ccc(C)c(C(C)NC(=S)NCc2ccc(F)cc2)c1 (configuration not stated) | -14 | 0 | 6 | -5 | 4 | -8 | -15 | 2 | 17 | 0.2
COc1ccc(C2NN=C(c3c[nH]c4ccccc34)C2O)cc1 (configuration not stated) | -15 | -1 | 1 | -2 | 9 | -2 | 1 | -1 | -8 | -1.0

Overlap with the part before: 4 entries; new compounds follow.
SMILES | ABHD4 inh | LEDGF integ inh | Tn7 DDE FP | TDP2 absorb | SIAE inh | TCR-CD3 inh | HTRA1 inhibitor | PRMT1 inh | UHRF1 binding | PG9 Ab binder
CCCCN(CC)CCNC(=O)CCNC(=O)Cn1ccc2ccccc2c1=O | 0 | -1 | -1 | 6 | -3 | 2 | 2 | 0 | 4 | 0.5
CN1CCN(CC(=O)Nc2ccc(Oc3ccccc3)cc2)CC1 | -2 | -1 | 2 | -6 | -2 | 13 | 4 | 1 | -1 | 1.2
Cc1ccc(C)c(C(C)NC(=S)NCc2ccc(F)cc2)c1 (configuration not stated) | -14 | 0 | 6 | -5 | 4 | -8 | -15 | 2 | 17 | 0.2
COc1ccc(C2NN=C(c3c[nH]c4ccccc34)C2O)cc1 (configuration not stated) | -15 | -1 | 1 | -2 | 9 | -2 | 1 | -1 | -8 | -1.0
CC(C)CCn1nnnc1C(c1ccccc1F)N1CCC(C(N)=O)CC1 (configuration not stated) | 3 | -3 | -8 | 10 | 3 | 12 | 1 | -1 | -2 | -1.0
N#CCCCN1C(=O)C(=C(C#N)C#N)c2ccccc21 | 3 | 0 | 4 | 17 | 5 | 6 | 10 | 24* | -4 | -6.4
CC1(C)CC(=O)C(C(O)c2cccc([N+](=O)[O-])c2)C(C)(C)N1 (configuration not stated) | -1 | -1 | -6 | 9 | 0 | 6 | 0 | -2 | 1 | 1.0
COC(=O)c1ccc(CO/N=C2\CCCc3nonc32)cc1 | 0 | 3 | 0 | 5 | 1 | 1 | 0 | 1 | 0 | -0.5
Cc1ccc(S(=O)(=O)N2CCC(C(=O)N3CCN(c4ccccn4)CC3)CC2)cc1C | 1 | -3 | 6 | -6 | -3 | 3 | -3 | -4 | -1 | 0.0
COc1cc(C(=O)NNC(=O)c2ccc(F)cc2)ccc1OCC(=O)N1CCOCC1 | 4 | -1 | 6 | -2 | 7 | 2 | -1 | 2 | 0 | -0.9
O=C(O)CCc1ccc(-c2cccs2)n1NC(=O)c1ccc(Cl)cc1Cl | 7 | 0 | -3 | 9 | 6 | 7 | 9 | 8 | -1 | -2.8
Cn1c(=O)n(C)c2cc(S(=O)(=O)Nc3cc(Cl)ccc3O)ccc21 | 0 | 5 | -7 | -12 | -3 | -1 | -1 | 0 | 0 | -2.1
COc1cccc(C(=O)NC2CCCc3ccccc32)c1 (configuration not stated) | 4 | -4 | 3 | -2 | -6 | 0 | -4 | 3 | 1 | -0.4
Cc1noc(C)c1C(=O)OCC(=O)NC1CCCCC1C (configuration not stated) | -6 | -3 | -3 | 1 | -5 | -10 | -4 | 0 | -2 | 0.4
CCOc1ccccc1C=NNC(=O)CCCCC(=O)NN=Cc1ccccc1OCC | 7 | 0 | -3 | 6 | -2 | -3 | -5 | -1 | -1 | 0.2
O=C(COc1ccccc1)Nc1ccc(-c2nnc(-c3ccco3)o2)cc1 | -1 | 4 | -3 | -5 | -3 | 8 | -3 | -3 | -2 | 70*
CN(Cc1ccccc1)C(=O)COC(=O)/C=C/c1ccc2c(c1)OCO2 | 0 | -2 | 3 | -3 | -5 | -2 | -1 | 3 | -2 | 2.0
C=CCNCCCOc1ccc(C(C)(C)c2ccccc2)cc1 | 16 | 7 | 2 | 9 | 9 | -11 | 3 | 3 | 11 | -0.8
CCCCCCCCN1C(=O)[C@H](CC(=O)NCC2CCCCC2)C[C@@]2(C(=O)OC)CCCCC=C12 | -2 | -3 | 1 | -6 | -2 | 3 | x | 0 | 10 | -0.1
COCCOC(=O)c1[nH]c2c(c1C)C(=O)CC(c1cc(OC)c(OC)c(OC)c1)C2 (configuration not stated) | 2 | -4 | -1 | 8 | 1 | 2 | 2 | -1 | -2 | -1.1
CC(C)(C)NC(=O)COc1ccc2oc3c(c2c1)CCCC3 | -6 | 4 | -1 | -6 | 5 | 6 | -19 | -2 | 0 | -2.5
COc1ccccc1N1CC(C(=O)OCc2nc(N)nc(Nc3ccccc3)n2)CC1=O (configuration not stated) | 3 | 0 | 4 | 1 | -2 | 2 | 1 | 1 | 2 | -1.5
COc1ccc(N2CCN(C(c3ccccc3OC)c3nnnn3Cc3ccco3)CC2)cc1 (configuration not stated) | 5 | 4 | -6 | -5 | 7 | -7 | -2 | 5 | -2 | -0.5
O=C1CC(NS(=O)(=O)c2cccnc2)CN1c1ccccc1 (configuration not stated) | 2 | -2 | -6 | 3 | -1 | 0 | 11 | 1 | -1 | 1.3
Cn1c(Cc2cccc3ccccc23)nnc1SCc1ccc([N+](=O)[O-])cc1 | -8 | -2 | -5 | 2 | -2 | -2 | -9 | 0 | 3 | -2.2
O=C(CN(Cc1ccc(Br)cc1)S(=O)(=O)c1ccccc1)NCc1ccccn1 | 4 | 0 | 4 | -6 | 1 | -1 | -3 | 0 | -2 | -2.8
C#CCOCCOCCOCCNc1nc(N2CCN(C(=O)CCCCCCCCCCNC(=O)[C@H](CO)n3cc(CCCSC)nn3)CC2)nc(N2CCN(C(=O)CCCCCCCCCCNC(=O)[C@H](CCCCN)n3cc(CCO)nn3)CC2)n1 | 3 | -2 | 4 | -4 | -3 | 5 | -58 | 0 | 25* | -1.4
Brc1cc(/C=N/n2cnnc2)oc1Br | -3 | 0 | 6 | 1 | 2 | 8 | 8 | 1 | 1 | -1.1
O=C(N/N=C/c1ccc(Cl)cc1)C1CC12CCC2 (configuration not stated) | 2 | -3 | 8 | -4 | 1 | 6 | -5 | -2 | 1 | -2.2
CCOc1ccc(-c2noc(=O)[nH]2)cc1 | 3 | 1 | 4 | 17 | 3 | -7 | 2 | -2 | -4 | -0.1
C[C@H](CO)N1C[C@H](C)[C@@H](CN(C)C(=O)Nc2ccccc2)Oc2ccc(NC(=O)Cc3ccccc3)cc2C1=O | 3 | -2 | -4 | 4 | -2 | 5 | -6 | -1 | 0 | 0.3
O=C(/C=C/c1ccc(Cl)cc1)NCCc1ccccc1 | -10 | 0 | -6 | 0 | -6 | -4 | -6 | 0 | 3 | -3.3
CCOc1cccc(C(=O)NC(c2ccccc2)C(C)C)c1 (configuration not stated) | -14 | 0 | 2 | 10 | -6 | 1 | -17 | -2 | 1 | -1.7
Cc1ccc(CN(C)C(=O)c2ccc(NS(=O)(=O)c3ccc4[nH]c(=O)[nH]c4c3)cc2)cc1 | -20 | -2 | 1 | -4 | -8 | -5 | -8 | -1 | -1 | 0.8
O=C(NCCc1ccccc1Cl)C1CCC(=O)N(CC2CCCCC2)C1 (configuration not stated) | -1 | -2 | -1 | -3 | -5 | 4 | -1 | 2 | 3 | -1.1
CC(=O)Nc1cccc(NS(=O)(=O)c2ccccc2[N+](=O)[O-])c1 | 3 | 3 | -4 | -3 | 2 | 0 | 2 | -1 | 1 | 0.7
Clc1ncc2[nH]cnc2n1 | 6 | -2 | 7 | -19 | 2 | 4 | 2 | 0 | -2 | -0.2
CN1CC(=O)N(CC(=O)Nc2ccc(SC(F)F)cc2)C1=O | 0 | -4 | 2 | 5 | 2 | 6 | 0 | 15 | 0 | -0.1
CCOc1ccccc1N(C)S(=O)(=O)c1ccc2c(c1)CCN2C(=O)CCC(=O)O | 9 | -4 | -7 | -15 | 2 | -5 | 5 | 4 | 0 | -0.8
COC(=O)c1ccc(CN2CCCC(C(=O)Nc3cccc(-n4cccn4)c3)C2)cc1 (configuration not stated) | -2 | -4 | 4 | -3 | -2 | -1 | -13 | -2 | -1 | -0.3
Cc1cc2c3c(c1C)C1(C(=O)N3C(C)(C)CC2C)C(C#N)=C(N)OC2=C1C(=O)CC(C)(C)C2 (configuration not stated) | 4 | 4 | 3 | 2 | 1 | -2 | 3 | -1 | -2 | 2.0
CN1CCN(c2nc(-c3ccc(Cl)cc3)nc3ccccc23)CC1 | -2 | -1 | -2 | 11 | 0 | 2 | -18 | -1 | -3 | -2.2

Assay outcomes (PubChem)
